TAG inh – triacylglycerol accumulation inhibition | AID 651582 | 0.66% of 230,000 active | H9c2 cells, Nile Red lipid (TAG) fluorescence; cells loaded with 200 µM oleic acid | inhibition, % at 12.5 µM;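 active = pattern-corrected inhibition of lipid staining of at least 50% with the nuclear-stain viability signal not falling by more than 50%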;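 note: 0% = DMSO wells and 100% = triacsin C control wells; some results filed as inactive read as strong as hits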
TAG inh DAPI viability – recorded beside TAG inh, whose call it bears; DAPI nuclei signal change (viability), lower = more cytotoxic, %;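 whole-well DAPI fluorescence read on a plate reader as a viability signal; minus 50 percent equals half of cells still viable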
The depositor's hits bear a star. The list is partial (hit frequency here may not be typical).

Start of the data: the first 6 entries, ahead of the listing:
Second line of a record – TAG inh, TAG inh DAPI viability
1) Cc1cc(C)c2nc(NC(=O)CN3C(=O)NC4(CCCC4)C3=O)sc2c1
  7.9, -3.4
2) O=C(NCc1ccccc1)c1cc(C2CCCCN2S(=O)(=O)c2ccccc2)on1 (stereo unspecified)
  7.7, -1.2
3) Cc1cc(C)cc(NC(=O)CSc2nc3ccncc3[nH]2)c1
  4.9, -8.8
4) Cn1nnnc1-c1cc(Br)ccc1NC(=O)c1ccccc1
  -0.2, 7.7
5) COC(OC)c1ccnc(-c2ccc(OC(=O)c3ccc(F)cc3)cc2)n1
  4.6, -2.1
6) CN(C/C=C/c1ccccc1[N+](=O)[O-])Cc1ccccc1
  0.0, 5.6

Results (from the top)
Second line of a record – TAG inh, TAG inh DAPI viability
1) Cc1cc(C)c2nc(NC(=O)CN3C(=O)NC4(CCCC4)C3=O)sc2c1
  7.9, -3.4
2) O=C(NCc1ccccc1)c1cc(C2CCCCN2S(=O)(=O)c2ccccc2)on1 (stereo unspecified)
  7.7, -1.2
3) Cc1cc(C)cc(NC(=O)CSc2nc3ccncc3[nH]2)c1
  4.9, -8.8
4) Cn1nnnc1-c1cc(Br)ccc1NC(=O)c1ccccc1
  -0.2, 7.7
5) COC(OC)c1ccnc(-c2ccc(OC(=O)c3ccc(F)cc3)cc2)n1
  4.6, -2.1
6) CN(C/C=C/c1ccccc1[N+](=O)[O-])Cc1ccccc1
  0.0, 5.6
7) Cc1ccn2c(=O)c(NC(=O)c3cccs3)c(C)nc2c1
  -7.3, 0.0
8) Fc1cccc(CN2CCN(Cc3nc(CCc4ccccc4)no3)CC2)c1
  -2.9, -2.8
9) COc1ccc(S(=O)(=O)N2CCC(C(=O)NCCC(=O)NCCc3cccc(F)c3)CC2)cc1
  -1.0, 14.6
10) Cc1ccc(-n2nc3c(c2NC(=O)c2ccc(OC(C)C)cc2)CS(=O)C3)cc1 (stereo unspecified)
  -6.6, 6.8
11) CC1(C)CC(CNCCC(c2ccc(F)cc2)c2ccco2)CCO1 (stereo unspecified)
  7.7, 1.6
12) CCOc1cccc(C2C(C(=O)c3ccc(C)o3)=C(O)C(=O)N2Cc2ccccc2)c1 (stereo unspecified)
  2.9, 2.1
13) CCCNCc1cc(OCC)c(OCC(N)=O)cc1Br
  -16.7, 6.2
14) O=C(NCCC1CCCCN1S(=O)(=O)c1ccccc1)C(=O)NCc1ccncc1 (stereo unspecified)
  5.1, 3.3
15) COc1ccc2cc(C3=CC(=O)C[C@H](c4ccc5c(c4)OCO5)C3)ccc2c1
  2.3, 3.4
16) Cc1cc(NC(=O)COC(=O)Cn2c(C)csc2=O)ccc1Br
  -9.8, -1.2
17) CCCCn1nc(CC(=O)NCCN(CC)CC)c2ccccc2c1=O
  -6.5, 7.3
18) O=C(c1cc(-c2ccncc2)nc2c(Cl)cccc12)N1CCN(c2ccccc2F)CC1
  55.6*, -24.5*
19) O=C(Nc1nnc(C2CC2)s1)C1=NN(C2CCS(=O)(=O)C2)C(=O)CC1 (stereo unspecified)
  3.7, -4.0
20) Cc1cc(C)cc(N(C(=O)c2csnn2)C(C(=O)NC(C)(C)C)c2cccnc2)c1 (stereo unspecified)
  1.3, -4.9
21) CC(=O)Nc1ccc(S(=O)(=O)N2CCN(Cc3csc(C)n3)CC2)cc1
  -14.0, 1.0
22) O=C(CC1N=C2c3ccccc3N=C(SCc3ccc(F)cc3)N2C1=O)NCc1ccco1 (stereo unspecified)
  1.3, 3.7
23) CCCCCCCNC(=O)C1(CC2CC(c3ccc(Cl)cc3)=NO2)CCN(C(=O)C2CCCC2)CC1 (stereo unspecified)
  4.5, -7.6
24) CN(Cc1nc(-c2cnccn2)no1)CC(O)c1ccccc1 (stereo unspecified)
  -0.2, 1.2
25) O=C(NCCOc1ccc(Cl)cc1)C1CC(=O)N(c2ccc3c(c2)OCCO3)C1 (stereo unspecified)
  -2.0, 7.5
26) COc1ccc(N2CCN(C(c3cccc(OC)c3OC)c3nnnn3C3CCCC3)CC2)cc1 (stereo unspecified)
  -2.3, -4.3
27) C[C@H]1CN([C@@H](C)CO)C(=O)Cc2cc(NS(=O)(=O)c3ccc(Cl)cc3)ccc2O[C@@H]1CN(C)C(=O)Nc1cccc2ccccc12
  9.8, -5.5
28) CN1C(CC(=O)Nc2ccc(Cl)cc2Cl)c2ccccc2CC1(C)C (stereo unspecified)
  -14.8, -0.8
29) O=C(CCc1ccccn1)N1CCCC(N2CCN(c3ccc(F)cc3)CC2)C1 (stereo unspecified)
  17.1, -7.1
30) COc1ccccc1C1CC(c2ccc(Cl)cc2Cl)Nc2nc(N)nn21 (stereo unspecified)
  4.6, 1.9

A second format for some results above:
(19) O=C(Nc1nnc(C2CC2)s1)C1=NN(C2CCS(=O)(=O)C2)C(=O)CC1 (stereo unspecified)
(26) COc1ccc(N2CCN(C(c3cccc(OC)c3OC)c3nnnn3C3CCCC3)CC2)cc1 (stereo unspecified)
(18) O=C(c1cc(-c2ccncc2)nc2c(Cl)cccc12)N1CCN(c2ccccc2F)CC1
(17) CCCCn1nc(CC(=O)NCCN(CC)CC)c2ccccc2c1=O
(1) Cc1cc(C)c2nc(NC(=O)CN3C(=O)NC4(CCCC4)C3=O)sc2c1

assay / entry	19	26	18	17	1
TAG inh	3.7	-2.3	55.6*	-6.5	7.9
TAG inh DAPI viability	-4.0	-4.3	-24.5*	7.3	-3.4

More results follow:
Second line of a record – TAG inh, TAG inh DAPI viability
31) O=S(=O)(c1ccccc1)N1CCNCC1
  -10.4, -2.1
32) Cc1cc(C)c(CN2CCN(C(=O)Cn3ccc(NC(=O)OCc4ccccc4)nc3=O)CC2)c(C)c1
  -15.1, 8.3
33) COC(=O)CCNC(=O)Cn1cnc2sc3c(c2c1=O)CCCC3
  -2.6, -8.6
34) CCCCn1c(N)c(N(CC(C)C)C(=O)CCCSc2nncs2)c(=O)[nH]c1=O
  15.8, 3.9
35) CCOC(=O)C1=C(C)N(C[C@@H]2CC[C@@H](Cc3ccc4cc(OC)ccc4c3)O2)C(=O)NC1c1ccccc1 (stereo partly specified)
  6.3, -9.1
36) COc1ccc(OC)c(-c2csc(N3CCC(c4ccccc4)CC3)n2)c1
  -17.6, -2.9
37) CC(Oc1ccc(F)cc1)c1ccnc2nc(/N=C/N(C)C)nn12 (stereo unspecified)
  1.5, -2.5
38) COc1ccc2oc(C(=O)OCC(=O)N(C)CC(=O)Nc3ccc(C)cc3)c(C)c2c1
  -1.3, -2.9
39) CN(C(=O)C1CCC(=O)N(Cc2cccc(F)c2)C1)C1CCCCC1 (stereo unspecified)
  -5.7, 9.9
40) COc1cccc(C(C)(O)c2nc(-c3ccc(N(C)C)cc3)cs2)c1 (stereo unspecified)
  -51.7, 9.3
41) COc1ccc(/C=N/NC(=O)C(=O)N2CCCCCC2)cc1O
  -5.1, 2.9
42) COc1ccc(CCN2CC(C(=O)NCCN3CCCC3=O)CCC2=O)cc1 (stereo unspecified)
  13.3, -2.6
43) Cc1ccccc1C(=O)NNC(=O)c1cccc([N+](=O)[O-])c1
  -0.2, 2.4
44) COc1ccc(CNC(=O)c2csc(Cc3ccccc3)n2)cc1
  9.3, -6.2
45) CCCCN(C(=O)CSc1nn(-c2ccc(F)cc2)c(=S)s1)c1c(N)n(CCCC)c(=O)[nH]c1=O
  4.9, -4.5
46) CCC1OC(=O)C(C)C(OC2C[C@@](C)(OC)C(O)C(C)O2)C(C)C(O[C@@H]2OC(C)CC(N(C)C)C2O)[C@](C)(O)CC(C)C(=NOCOCCOC)C(C)C(O)[C@]1(C)O (stereo partly specified)
  1.4, -13.0
47) COc1ccccc1/C=C/C(=O)NCC(=O)N/N=C/c1cc(Br)ccc1OC
  53.6*, -16.4*
48) C[C@@H]1CN([C@H](C)CO)C(=O)c2cccc(NC(=O)Nc3ccc(C(F)(F)F)cc3)c2O[C@H]1CN(C)S(=O)(=O)c1cccs1
  70.6*, -10.1*
49) COc1ccc(-n2cccc2/C=C2\C(=N)N3N=C(C(C)C)SC3=NC2=O)cc1
  -7.2, -2.0
50) COCCNC(=S)Nc1ccc(N2CCCCC2)cc1
  -15.0, 20.6
51) O=C(CNCCc1ccccc1)N1CCc2ccccc2C1
  -6.3, -1.1
52) CC(=O)c1cccc(NC(=O)CN(c2ccc(C)cc2)S(=O)(=O)c2cccc3nonc23)c1
  4.0, -4.5
53) COc1cc2c[n+](C)c3c4ccccc4ccc3c2cc1OC
  -20.6, 32.1
54) CN1CCCN(c2ncnc3scc(-c4ccc(F)cc4)c23)CC1
  20.2, -9.1
55) COc1cc(C(=O)NCc2ccccn2)ccc1OCc1c(C)noc1C
  9.1, 0.8
56) COCCN(C(=O)COC(=O)C12CC3CC(CC(Cl)(C3)C1)C2)c1c(N)n(Cc2ccccc2)c(=O)[nH]c1=O
  6.3, 0.3
57) Cc1c(O)ccc2c(=O)c(-c3nncn3-c3ccccc3)coc12
  8.3, -0.4
58) Cc1ccc(C(=O)NNC(=O)c2cccc(C)c2)cc1
  -6.7, 8.9
59) O=C(C1CCN(S(=O)(=O)c2cccnc2)CC1)N1CCN(c2cccc(Cl)c2)CC1
  0.0, -0.9
60) Cc1noc(C)c1COc1ccc(C(=O)OCC(N)=O)cc1
  10.0, 5.4
61) CC(C)c1ccc2nc(NC(=O)C3CC3)sc2c1
  13.8, 0.5
62) CC(C)CCNC(=O)c1ccc(CS(=O)(=O)Cc2ccccc2F)o1
  -12.9, -4.4
63) O=C(c1cccc(Oc2ccc([N+](=O)[O-])cc2Cl)c1)N1CCOCC1
  10.1, -3.5
64) O=C(c1cccc(S(=O)(=O)NCc2ccccc2)c1)N1CCCC1
  10.4, -5.9
65) Cc1ccc(NC(=O)Nc2cccc(C(F)(F)F)c2)nc1
  0.7, -0.4
66) CCCc1cc(=O)[nH]c(SCC(=O)N(C)C2CCCCC2)n1
  -10.4, 3.3
67) Cc1cc(NC(=O)CSCC(=O)Nc2cc(Cl)ccc2N2CCN(C)CC2)no1
  33.2, -1.1
68) O=C(Cn1cc2c(n1)CCCCC2)N1CCc2ccccc2C1
  -7.4, -5.5
69) Cc1nc2ccc(NS(=O)(=O)c3c(C)c(C)cc(C)c3C)cc2s1
  1.1, -5.7
70) CCOc1c2ccc(C(=O)NC3CCCc4ccccc43)cc2nn1C (stereo unspecified)
  9.9, 18.7
71) Cc1cc(C)c(NC(=O)C2CCCN2C(=O)NC2CCCCC2)c(C)c1 (stereo unspecified)
  -5.8, 10.0
72) CN(C)c1ccc(CNc2nc3cc(-c4ccc(F)cc4)sc3c(=O)n2C)cc1
  3.1, -7.7
73) COc1cc(OC)c2c(c1)S(=O)(=O)C(c1ccccc1)=C2N
  -9.3, -5.6
74) Cc1cccc2c1N(CCCOc1ccc(C(C)(C)C)cc1)C(=O)C2=O
  -8.4, 5.0
75) CC(=O)Nc1cccc(-c2ccnc3c2CC(C)(C(=O)NCc2ccccc2)O3)c1 (stereo unspecified)
  46.1, -31.1
76) Cc1cccc(C)c1NC1=NC(=S)N(c2ccccc2)C12CCOC(C)(C)C2 (stereo unspecified)
  -7.4, -1.9
77) Cc1sc(N)c(C(=O)c2ccccc2Cl)c1C
  -0.6, 7.0
78) CC(C)(CO)NC(=O)CC1C(=O)NCCN1Cc1ccc(-c2ccccc2)cc1 (stereo unspecified)
  -2.2, 3.0
79) C[C@@H]1CN([C@H](C)CO)S(=O)(=O)c2ccc(-c3cccc(C(=O)N(C)C)c3)cc2O[C@H]1CN(C)C(=O)Nc1ccc(F)cc1
  -3.2, -4.3
80) O=C(Nc1ccc2c(c1)nc1n2CCOC1)C1CCCCC1
  -11.2, 3.7
81) CCOC(=O)C1CCN(C(=O)CCS(=O)(=O)c2ccc3c(c2)n(C)c(=O)c(=O)n3C)CC1
  -1.6, -6.6
82) Cc1ccc2nc(NC(=O)COC(=O)c3ccco3)sc2c1
  -18.7, 37.5
83) COc1ccc(-n2c(C)cc(C(=O)CN3CCCCC3)c2C)cc1
  -14.7, 5.0
84) COc1ccc(/C=C/C(=O)NCCn2c(C)cc3ccccc32)cc1OC
  3.9, 2.9
85) Cc1ccc(N(CC(=O)NC(C)(C)C)C(=O)CS(=O)CC(=O)Nc2ccc3c(c2)OCO3)cc1 (stereo unspecified)
  -4.9, -0.7
86) COc1ccc(C(=O)N2CC(=O)Nc3ccccc32)cc1S(=O)(=O)N1CCOCC1
  -6.2, 4.4
87) CC1CN(c2nc3c(c(=O)n(C)c(=O)n3C)n2Cc2c(Cl)cccc2Cl)CC(C)O1 (stereo unspecified)
  -35.1, -0.6
88) OCC(O)C(O)C(O)c1cnn(-c2ccccc2)n1 (stereo unspecified)
  5.5, 4.5
89) Cc1cnc(C(=O)OCC(=O)NCCCc2ccccc2)cn1
  -5.9, -2.2
90) O=S(=O)(NCCc1ccccn1)c1ccc(-c2ccccn2)s1
  -14.4, 2.6

Additional entries.
Second line of a record – TAG inh, TAG inh DAPI viability
91) C/C(=N\NC(=O)Cc1ccc(Br)cc1)c1cccnc1
  -9.4, 8.0
92) O=C(NCc1ccccc1Cl)c1ccc2nc([C@@H]3O[C@H](CO)[C@@H](O)[C@H]3O)[nH]c2c1
  -1.0, 3.6
93) CCn1c(SCC(=O)c2ccc(O)c(O)c2)nnc1-c1ccccc1OC
  1.8, -9.5
94) CCCCn1c(=O)c(-[n+]2ccccc2)c([O-])c2ccccc21
  -1.0, -1.8
95) Cc1c(S(=O)(=O)c2ccccn2)c(N)n(Cc2cccc(Cl)c2)c1C
  -4.6, 6.3
96) O=C(Cc1ccc(NC(=O)C2CCCN(C(=O)C3CCC3)C2)cc1)Nc1cccc(C(=O)N2CCCC2)c1 (stereo unspecified)
  -4.1, -6.8
97) C=CCNC(=O)/C(C#N)=C/c1c(C)nn(-c2ccc(Cl)cc2)c1Cl
  -3.5, -8.8
98) Cc1ccc(C(=O)C=Cc2cccc(C)c2)cc1
  6.1, 4.9
99) COc1cccc(/C=C/C(=O)OCC(=O)Nc2ccc(Cl)cn2)c1
  0.8, 0.7
100) CCOC(=O)c1c(C)[nH]c(-c2csc(N)n2)c1C
  63.8*, -31.3*
101) O=C(CSc1ccccn1)Nc1ccc(NC(=O)CSc2ccccn2)cc1
  0.9, 7.7
102) COc1cc(C(=O)NC2CCN(Cc3nnnn3Cc3ccc(F)cc3)CC2)cc(OC)c1OC
  4.1, -8.3
103) Nc1nc2c(nc(SCc3ccccc3Br)n2C2OC(CO)C(O)C2O)c(=O)[nH]1 (stereo unspecified)
  12.2, 3.0
